Vif-A3F inh: blocks the Vif interaction with APOBEC3F; HeLa A3F-eYFP + Vif (tagged APOBEC3F with the HIV-1 protein that degrades it), YFP fluorescence increase; Potency, µM (top dose mostly 46.1 µM), for inactives: at the highest dose activity, negative = active; actives 0.2% (n = 390,000); AID 602313; further: potency means the concentration at half of the fitted maximal effect; % of control where 0% means no effect; nearly all actives have a fitted effect of over 65% in size
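Fluorescence increase (Ex 488/Em 500-530) after overnight compound treatment at 37 deg C flags inhibition of Vif-driven A3F-eYFP loss in stable HeLa A3F-eYFP/Vif cells seeded overnight beforehand.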
USP1-UAF1 inh: inhibitors of human USP1/UAF1 deubiquitinase; actives 0.23% (n = 390,000); AID 743255; recombinant USP1/UAF1, Ub-Rhodamine cleavage fluorescence; O94782; Potency, µM (highest dose often 57.1 µM), inactives show top-dose activity change, negative = inhibition, hits mostly inhibitors; further: potency means the concentration at half of the fitted maximal effect; on the % scale 0 is the no-effect control and ±100 the full control effect; nearly all actives have a fitted effect of over 60% in size; inactives centre near -12
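High-throughput fluorogenic screen: 1nM USP1/UAF1 complex, Ub-Rho substrate 150nM final, 50mM HEPES pH 7.8 with 0.5mM EDTA, 0.1 mg/ml BSA, 1mM TCEP and 0.01% Tween-20.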
RGS4 inhibitor: inhibitors of human regulator of G protein signaling 4; Transcreener GDP fluorescence polarization, RGS4-accelerated GTP hydrolysis; actives 0.039% (n = 390,000); Potency, µM (top dose mostly 114 µM), inactives show top-dose activity change, negative = inhibition, actives largely listed as inhibitors; P49798; further: potency means the concentration at half of the fitted maximal effect; on the % scale 0 is the no-effect control and ±100 the full control effect; nearly all actives have a fitted effect of over 75% in size; some results filed as inactive show a strong effect at the top dose
Target sequence (P49798 whole entry, looked up): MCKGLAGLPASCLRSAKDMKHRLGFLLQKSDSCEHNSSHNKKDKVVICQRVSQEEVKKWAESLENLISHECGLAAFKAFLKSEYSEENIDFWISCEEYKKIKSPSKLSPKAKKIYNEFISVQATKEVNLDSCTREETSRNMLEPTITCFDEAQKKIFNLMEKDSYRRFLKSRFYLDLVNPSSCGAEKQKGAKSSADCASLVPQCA
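MLSMR compounds (23 nl, pin-transferred) preincubated 10 min at room temperature with a 500nM (2x) first reagent, then RGS4 at 900nM (2x) plus Transcreener GDP mix added; fluorescence polarization (620/688 nm) read before and after 90 min at 30 °C.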
LDHA inh: LDHA (human) enzyme inhibition | P00338 | purified LDHA, NADH/diaphorase-resazurin fluorescence; hits give low values | activity change, % (values are at about 110 or 230 µM) | actives 0.15% (n = 480,000); in the data active means activity change below about -30%; inconclusive means mostly about -25% to -30%;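 further: plate controls were DMSO wells for no effect and wells without enzyme for full effect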
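Human LDH5 (2 nM) was incubated with 0.06 mM NADH and 0.2 mM pyruvate for 5 min at room temperature in Tris pH 7.4. Remaining NADH was coupled through diaphorase/resazurin, and resorufin fluorescence was read at 0 and 20 min.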
TrxR1 substrate: substrates of rat thioredoxin reductase 1; O89049; purified TrxR1 substrate turnover, NADPH consumption readout; Potency, µM (highest dose often 114 µM), inactives show top-dose activity change, negative = substrate turnover; actives 0.01% (n = 390,000); AID 588456; further: potency means the concentration at half of the fitted maximal effect; on the % scale 0 is the no-effect control and ±100 the full control effect; nearly all actives have a fitted effect of over 50% in size
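Rat TrxR1, dispensed at 90 nM, was prereduced with 400 uM NADPH (final) for 5 min at ~22 deg C, then incubated with compound 15 min before 400 uM selenite. A first-read NADPH fluorescence drop versus no-compound background flagged substrates.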
Glioma ERSR ind: ER stress response induction in glioma. actives 0.02% (n = 420,000). U87-MG GRP78 promoter luciferase reporter, 16 h. Potency, µM, for inactives: top-dose activation, most hits filed as activators; further: potency means the concentration at half of the fitted maximal effect; series mostly up to about 76 µM; % of control where 0% means no effect; nearly all actives have a fitted effect of over 35% in size
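ERSR induction read as luciferase luminescence (Bright-Glo, 10 min at room temperature) in stably transfected human U87-MG glioma cells exposed to compounds for 16 h, using GRP78 as sensor.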
IDH1 R132H inh: inhibitors of human mutant IDH1 R132H | IDH1-R132H enzyme, NADPH consumption, diaphorase/resazurin fluorescence | O75874 | Potency, µM (highest dose often 76.6 µM), for inactives: top-dose activity change, negative = inhibition, hits mostly inhibitors | AID 602179 | actives 0.093% (n = 390,000); further: potency means the concentration at half of the fitted maximal effect; on the % scale 0 is the no-effect control and ±100 the full control effect; nearly all actives have a fitted effect of over 65% in size
Target sequence (O75874 whole entry R132H, stated change not applied): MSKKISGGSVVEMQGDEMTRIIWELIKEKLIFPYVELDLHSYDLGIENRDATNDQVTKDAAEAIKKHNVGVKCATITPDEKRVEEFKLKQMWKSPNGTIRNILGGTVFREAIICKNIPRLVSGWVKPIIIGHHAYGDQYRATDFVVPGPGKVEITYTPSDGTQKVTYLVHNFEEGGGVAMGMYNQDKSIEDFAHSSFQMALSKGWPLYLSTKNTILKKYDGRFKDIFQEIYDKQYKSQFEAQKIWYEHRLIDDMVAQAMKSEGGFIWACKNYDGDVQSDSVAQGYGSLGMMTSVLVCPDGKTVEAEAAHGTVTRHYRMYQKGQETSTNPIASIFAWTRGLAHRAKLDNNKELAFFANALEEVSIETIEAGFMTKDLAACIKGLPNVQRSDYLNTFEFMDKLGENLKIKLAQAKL
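IDH1-R132H (0.5 ug/mL dispensed) in pH 7.5 Tris buffer was preincubated 30 min with compound, then given a substrate mix of 0.016 mM NADPH and 2 mM alpha-KG for 80 min at room temperature; remaining NADPH was read by diaphorase/resazurin fluorescence.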
Vif-A3G inh: Vif-A3G binding inhibition. HeLa A3G-eYFP + Vif (tagged APOBEC3G with the HIV-1 protein that degrades it), YFP fluorescence, overnight. Potency, µM (doses to about 46.1 µM), for the others: at the top dose activity, negative = active, usual class: inhibitors. actives 0.076% (n = 410,000);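 further: potency means the concentration at half of the fitted maximal effect; on the % scale 0 is the no-effect control and ±100 the full control effect; nearly all actives have a fitted effect of over 60% in size; hits raise eYFP signal because A3G escapes Vif-driven loss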
Target sequence (Q9HC16 whole entry, looked up): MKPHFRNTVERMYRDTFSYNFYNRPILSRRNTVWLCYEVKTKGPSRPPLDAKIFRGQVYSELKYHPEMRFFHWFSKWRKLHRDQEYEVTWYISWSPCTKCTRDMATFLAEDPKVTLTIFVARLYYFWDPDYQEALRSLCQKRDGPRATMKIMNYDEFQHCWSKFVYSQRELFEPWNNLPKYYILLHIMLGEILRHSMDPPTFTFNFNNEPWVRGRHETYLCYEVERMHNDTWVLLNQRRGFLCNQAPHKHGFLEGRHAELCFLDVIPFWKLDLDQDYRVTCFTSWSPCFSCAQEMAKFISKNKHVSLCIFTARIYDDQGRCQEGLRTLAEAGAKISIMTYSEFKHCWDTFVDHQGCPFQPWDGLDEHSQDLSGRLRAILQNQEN
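HeLa cells stably expressing Vif and C-terminally eYFP-tagged A3G, seeded overnight at 37 deg C, then exposed to compound by pintool overnight at 37 deg C. Rise in yellow fluorescence (Ex 488/Em 500-530, Acumen) marks blocked Vif-driven A3G degradation.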
TrxR1 inh: rat TrxR1 inhibition | O89049 | recombinant rTrxR1, NADPH fluorescence consumption, selenite substrate | Potency, µM (top dose mostly 114 µM), for the others: at the highest dose activity change, negative = inhibition, most hits filed as inhibitors | actives 1% (n = 390,000) | AID 588453; further: potency means the concentration at half of the fitted maximal effect; on the % scale 0 is the no-effect control and ±100 the full control effect; nearly all actives have a fitted effect of over 65% in size
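Rat TrxR1 (90 nM in the dispensed reagent) was pre-reduced with 400 uM NADPH for 5 min at room temperature, then incubated with compound for 15 min. After 400 uM selenite was added, NADPH fluorescence (Ex 340/Em 450 nm) was followed for 8 min.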
Numbers without * were called inactive; ? = inconclusive; . = no result given; & = joins results of further samples; [ ] = remark or other dose. Unless noted, the call rests on the fitted dose curve; in most records, active means well fitted curve in the direction sought with a large enough effect; inconclusive means small, poorly fitted or top-dose-only effect, or another doubt; inactive means no such curve, though single readings can be large; an effect the other way counts as inactive or inconclusive. Not all compounds are listed; the hit share may differ from the screen's.

SMILES | Vif-A3F inh | USP1-UAF1 inh | RGS4 inhibitor | LDHA inh | TrxR1 substrate | Glioma ERSR ind | IDH1 R132H inh | Vif-A3G inh | TrxR1 inh
COc1cc(/C=C2\C(=O)N(c3ccccc3)N=C2C)ccc1Oc1ccc([N+](=O)[O-])cc1[N+](=O)[O-] | -16% | -20% | -43% | 13 | -3% | ? | 10% | -10% | ?
CCOC(=O)c1ccc(NC(=O)COc2cc(=O)n(CC)c3ccccc23)cc1 | 4% | 0% | 5% | -14 | 4% | -8% | 1% | -4% | 12%
O=C(Nc1cc(=O)[nH]c2nc(-c3ccccc3)nn12)c1ccccc1Cl | 2% | -6% | 4% | -9 | -1% | -3% | -2% | 1% | 5%
COc1ccc(NC(=O)CN(c2ccc(OC)c(Cl)c2)S(=O)(=O)c2ccccc2)c(OC)c1 | 2% | -21% | -21% | 3 | 4% | -5% | 2% | -7% | 22%
Cc1ccccc1CCNC(=O)c1ccc2c(c1)nc1n2CCCCC1 | 0% | -6% | -35% | 1 | 4%[57.1 µM] | -9% | 14% | -3% | 16%[57.1 µM]
COc1ccc(CCN2CCC(CNC(=O)c3cnn(-c4ccccc4)c3C3CCN(C(=O)OC(C)(C)C)CC3)CC2)cc1 | -3% | 0% | -21% | 4 | 0% | -1% | 0% | 1% | 3%
CCN1CCn2c3c(c4cc(C)ccc42)CCCC31 (stereo not given) | 3% | -4% | 16% | 3 | 15%[57.1 µM] | -1% | -1% | 1% | 17%[57.1 µM]
CC(OC(=O)CCc1c[nH]c2ccccc12)C(=O)c1ccccc1 (stereo not given) | -24% | -22% | -9% | -3&-2 | 4%[57.1 µM] | 1% | 4% | -6% | 13%
COc1ccccc1C(=O)OCc1cc(=O)n2nc(C3CCCCC3)sc2n1 | 2% | ? | -40% | 0 | 5%[57.1 µM] | 0% | 6% | 4% | 22%[57.1 µM]
CC(C)Cc1n[nH]c(=O)[nH]1 | 5% | -6% | -1%[11.4 µM] | -4 | -6% | -6% | 1% | 1% | 7%[57.1 µM]
Cc1nn(C)c(Sc2ccccn2)c1[N+](=O)[O-] | -22% | 7% | -4% | 2 | -2%[57.1 µM] | -2% | 12% | 0% | -9%[57.1 µM]
CCc1ccc(/C=C(/C#N)c2nc(-c3ccc(C)cc3)cs2)cc1 | 1% | -23% | 6% | 0 | 14%[11.4 µM] | -4% | -1% | -5% | 0%
O=C(CC1NCCNC1=O)NC1Cc2ccccc2C1 (stereo not given) | 11% | -21% | -13% | -1 | 5% | -3% | -4% | 2% | 25%
CCOc1ccc2[nH]c(=O)c(CN(CCN3CCCC3)C(=S)Nc3ccccc3OC)cc2c1 | -4% | -7% | -30% | 3 | -17%[57.1 µM] | -3% | 7% | 1% | 10%[57.1 µM]
C=CCNCCCCOc1ccc(OCC)cc1 | -6% | -20% | -1% | -1 | 8% | -6% | 3% | 3% | 19%
CCOC(=O)C1=C(c2ccccc2)OC(N)=C(C#N)C1c1ccncc1 (stereo not given) | -4% | -2% | -20% | -5 | 3%[57.1 µM] | 0% | 14% | -4% | 4%[11.4 µM]
Cc1cc(C(=O)Nc2ccc(F)c(Cl)c2)on1 | -12% | -21% | -4% | -6 | -1% | 8% | 4% | 1% | 11%
COc1ccc(C2Nc3ccccc3C(=O)N2Cc2ccco2)cc1COc1ccc(NC(C)=O)cc1 (stereo not given) | 4% | -17% | -41% | 3&-8&1 | 95%&68%[activator] | -4%&10% | 3% | -8%&-24% | ?
COc1ccc(OCCN2C(=O)NC(C)(c3ccc(C)cc3)C2=O)cc1 (stereo not given) | 0% | -20% | 10% | -4 | 10% | -3% | 3% | -1% | 14%
Cn1c(N2CCN(S(=O)(=O)c3ccc(Cl)cc3)CC2)nc2ccccc21 | ? | -20% | 8% | -6 | 6%[57.1 µM] | 7% | 5% | -1% | 13%[57.1 µM]
Clc1ccc(/C=N/NC(=Nc2ccccc2)c2ccccn2)c(Cl)c1 | ? | -17% | -23% | 3 | -11% | 5% | 9% | -1% | -14%
COc1c(O)cc2oc(-c3ccc(O)c(O)c3)cc(=O)c2c1O | -1% | ? | 0% | 8 | -1%[57.1 µM] | 20µM* | 1% | ? | -11%[57.1 µM]
COCCNC(=O)Cn1cc(/C=N/NC(=O)c2ccc(Oc3ccc(O)cc3)cc2)c2ccccc21 | -6% | ? | -31% | -4 | 8%[11.4 µM] | 2% | -1% | -9% | 8%[11.4 µM]
C/C(=N\NC(=O)c1ccc(Cl)c(Cl)c1)c1cccc(NC(=O)C(C)C)c1 | 6% | -11% | -14% | -4 | -9% | 0% | 1% | -1% | -18%
O=C(CSc1nc2ccccc2s1)NC1CCCC1 | 1% | -3% | 17% | -4 | 2%[57.1 µM] | -4% | 1% | -2% | -4%[57.1 µM]
Cc1cccc(CN2CCN(Cc3ccc4nonc4c3)CC2CCO)n1 (stereo not given) | 3% | 0% | 29% | 4 | -3% | -2% | 5% | 2% | 0%
Cc1ccc(C)c(NC(=O)CN(C)C(=O)COc2ncnc3sccc23)c1 | 3% | -11% | -37% | 3 | -2% | -4% | 3% | -2% | -11%
Cc1sc2ncn(CC(=O)NCCCC(=O)N3CCN(c4ccccc4F)CC3)c(=O)c2c1C | 0% | -7% | 24% | -5 | -7% | -2% | -3% | -2% | -5%
N#CCCN1CCC(NC(=O)OCc2ccccc2)CCC1=O (stereo not given) | 2% | -9% | 4% | -5 | 9%[57.1 µM] | -4%&-1% | -3% | -2%&-1% | 10%[57.1 µM]
COC(=O)C1Cc2c([nH]c3ccccc23)CN1C(C)=O (stereo not given) | -6% | 1% | 19% | 8 | -3% | -4% | 4% | 1% | -16%

Brought forward from above: 2 entries, then new ones.
SMILES | Vif-A3F inh | USP1-UAF1 inh | RGS4 inhibitor | LDHA inh | TrxR1 substrate | Glioma ERSR ind | IDH1 R132H inh | Vif-A3G inh | TrxR1 inh
N#CCCN1CCC(NC(=O)OCc2ccccc2)CCC1=O (stereo not given) | 2% | -9% | 4% | -5 | 9%[57.1 µM] | -4%&-1% | -3% | -2%&-1% | 10%[57.1 µM]
COC(=O)C1Cc2c([nH]c3ccccc23)CN1C(C)=O (stereo not given) | -6% | 1% | 19% | 8 | -3% | -4% | 4% | 1% | -16%
CCOc1cc(/C=N/NC(=O)Cn2nc([N+](=O)[O-])cc2C)cc(Br)c1OCc1ccccc1F | 2% | -3% | -19% | 1 | -2% | -2% | 0% | -22% | 9%
COc1ccc(-c2c(C(F)(F)F)nn(C)c2NC(=O)CSCC(=O)O)cc1 | -2% | 0% | 2% | -5 | 12%[57.1 µM] | -3% | 6% | -1% | 21%[57.1 µM]
O=C1CSC(=S)N1/N=C/C=C/c1ccccc1 | -8% | -18% | -39% | -3 | -7% | 1% | 0% | 1% | 28µM*
CSc1cccc(NC(=O)C2CCN(S(C)(=O)=O)CC2)c1 | 2% | -21% | -15% | -7 | 5% | -4% | 4% | -3% | 11%
COc1ccccc1N(CCC#N)C(=O)COC(=O)CCC(=O)c1ccc(F)cc1 | 12% | -9% | 20% | -8 | -1% | -2% | 3% | 0% | 15%
O=C(NCc1ccccc1)c1ccc(-c2ccc(F)cc2)o1 | 0% | -14% | -29% | 0 | 9% | 4% | 0% | -1% | ?
COc1ccc(C(=O)N2CCC(c3ccncc3)CC2)cc1OC | -6% | -20% | 3% | -14 | -5%[57.1 µM] | -5% | -12% | 2% | -4%[57.1 µM]
Cc1cccc(NC(=O)c2ccc(Cl)c(S(=O)(=O)N3CCCC3)c2)n1 | 8% | -16% | -27% | -3 | 2% | 3% | 2% | -1% | 8%
COc1ccc(CCNC(=O)COC(=O)c2ccc([N+](=O)[O-])o2)cc1 | -3% | ? | -7% | 13 | -16% | -5% | 5% | 0% | ?
CCCC1NC(=O)c2cc3ccccc3cc2-n2c1nc1cc(Cl)ccc1c2=O (stereo not given) | -1% | -33% | . | -7 | . | -2% | -2% | 5% | .
O=C(C1CCN(S(=O)(=O)c2ccccc2)CC1)N1CCCCC1 | 4% | ? | -1% | -5 | 5% | 0% | 2% | -2% | 17%
O=C(Nc1ccc(N2CCOCC2)cc1N1CCOCC1)c1ccccc1 | -9% | -5% | -18% | -2 | 12%[57.1 µM] | -5% | 12% | -2% | 31%[57.1 µM]
CC(C)C(NC(=O)c1ccccc1F)C(=O)NCCCn1ccnc1 (stereo not given) | 9% | -22% | -33% | -3 | 8% | -2% | 1% | -2% | 15%
CC(C)(C)c1ccc(C(=O)N2CCN(CCNC(=O)C(=O)Nc3ccc(F)cc3)CC2)cc1 | 2% | -18% | -41% | -8 | -6% | -1% | 7% | 3% | -8%
O=C(NNC(=O)c1sccc1-n1cccc1)c1cccs1 | 6% | -22% | 5% | 1 | -3% | -3% | 9% | -3% | 24%
O=C(Cc1ccccc1[N+](=O)[O-])NCCSCc1c(F)cccc1Cl | -2% | -10% | -1% | -3 | 7%[57.1 µM] | 5% | 0% | 4% | -5%[57.1 µM]
Cc1ccccc1-c1nc(CN2CCC(C(=O)NCCCN3CCOCC3)CC2)c(C)o1 | -9% | -12% | 3% | 0 | 2%[57.1 µM] | -3% | 2% | 3% | -6%[57.1 µM]
Cc1c(C)c2cc(Cl)c(O)c(CN3CCCC(C)C3)c2oc1=O (stereo not given) | 8% | -21% | -19% | -1 | . | -3% | 9% | 0% | -77%

Screening results from PubChem BioAssay.
